# 14-3-3 PPI: modulators of 14-3-3 gamma protein binding, primary screen, biochemical, fluorescence polarization. 14-3-3 protein gamma (Homo sapiens), P61981. FP, 14-3-3gamma / TMR-pS259-Raf peptide binding. inhibition, % at 40 µM. hit rate 0.19% among 160,000. AID 422, 2006; in the data active means inhibition above about 30%;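 further: 0% = protein plus tracer without compound and 100% = blank with tracer alone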
# Target sequence (P61981 whole entry, looked up): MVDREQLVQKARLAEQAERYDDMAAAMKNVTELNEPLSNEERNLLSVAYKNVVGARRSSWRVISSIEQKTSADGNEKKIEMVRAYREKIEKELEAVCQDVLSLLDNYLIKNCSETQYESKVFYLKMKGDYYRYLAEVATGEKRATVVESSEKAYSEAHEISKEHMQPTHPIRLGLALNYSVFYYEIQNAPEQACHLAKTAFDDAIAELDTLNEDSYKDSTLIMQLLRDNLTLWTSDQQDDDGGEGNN
# The depositor's hits bear a star; & = joins results of further samples.
SMILES,14-3-3 PPI
Cc1ccc(CNC(=O)c2nnn(-c3ccc(OC(F)(F)F)cc3)c2N)cc1,5
CC(c1cccnc1)N(CCN(C)C)C(=O)Nc1ccccc1 (stereo not drawn),-1
CCN(CC)S(=O)(=O)c1ccc(Cl)c(C(=O)Nc2nncs2)c1,-4&3
Cc1cc(Oc2ccccc2F)nc(N)n1,-9
CCC(c1nnnn1Cc1ccccc1)N(Cc1ccco1)Cc1cc2cc(OC)ccc2[nH]c1=O (stereo not drawn),-5
Cc1ccc2oc(-c3ccc(NC(=O)c4cccnc4)cc3)nc2c1,-10
Cc1cc(NC(=O)c2cc(-c3ccc(F)cc3)on2)nn1Cc1ccc(Cl)cc1,-1
CN(C)S(=O)(=O)Oc1cc2sc(=O)oc2cc1Cl,4
CCC(=O)Oc1c(-c2ccccc2)c2nc3ccccc3nc2c2ccccc12,27
Cc1ccc([N+](=O)[O-])cc1S(=O)(=O)NC(CC(=O)O)c1ccc(F)cc1 (stereo not drawn),0

# Overlap with the part before: three compounds, then new ones.
SMILES,14-3-3 PPI
CN(C)S(=O)(=O)Oc1cc2sc(=O)oc2cc1Cl,4
CCC(=O)Oc1c(-c2ccccc2)c2nc3ccccc3nc2c2ccccc12,27
Cc1ccc([N+](=O)[O-])cc1S(=O)(=O)NC(CC(=O)O)c1ccc(F)cc1 (stereo not drawn),0
CC(C)NC(=O)c1cc(-c2ccc(Cl)cc2)nc2ccccc12,2
Cc1ccc(CN2CCN(C(=O)CCN3C(=O)c4ccccc4C3=O)CC2)cc1,2
O=C(Nn1c(=O)[nH]c2ccsc2c1=O)c1ccccc1,-4
CCOC(=O)c1cccnc1SCC(=O)Nc1ccc(C(F)(F)F)cc1Cl,-7
Cc1c(Cl)cccc1NC(=O)CCCOc1ccccc1,-6
CC1CCN(S(=O)(=O)c2ccc3c(c2)c(=O)c(C(=O)N(CC2CC=CCC2)CC2CCCO2)cn3C)CC1 (stereo not drawn),16
Cc1ccc(C(=O)N(c2ccc(C)cc2)S(=O)(=O)c2ccc(Cl)cc2)cc1,0
Cc1nc(NC(C)C(=O)O)c2nc(C)oc2n1 (stereo not drawn),-4&1
CCN1C(=O)CC(C(=O)Nc2ccccc2F)SC1=Nc1ccc(F)cc1 (stereo not drawn),0
COc1ccccc1NC(=O)c1c(N=Cc2c(O)ccc3ccccc23)cnn1C,-7
CCCOC(=O)c1[nH]c2c(c1C)C(=O)CCC2,5
Cc1nn(Cc2ccccc2)c(=S)[nH]c1=O,-5
COCCN1C=C(C(=O)OC)C(c2cc(Br)c(OC)c(OC)c2)C(C(=O)OC)=C1,0
O=C(COC(=O)c1ccco1)Nc1cccc(Br)c1,-4
O=C(NCCCO)c1ccc2ccccc2c1,-35
CCc1ccc(-n2cc(-c3ccc([N+](=O)[O-])cc3)[nH]c2=S)cc1,-6
COc1ccc(S(=O)(=O)Nc2cccc(Cl)c2)cc1OC,-4&-10
CC(C)C1N=C2c3ccccc3N=C(SCc3cc(=O)n4cc(Br)ccc4n3)N2C1=O (stereo not drawn),-8
Cc1cc2c(c(C)c1Cl)CN(c1ccc(F)cc1)CO2,-9
COc1ccc2nc(NC(=O)c3ccc(C)c(C)c3)sc2c1,-3

# Exported with the structure last: 2 of the compounds above
14-3-3 PPI | Structure
-35 | O=C(NCCCO)c1ccc2ccccc2c1
-6 | CCc1ccc(-n2cc(-c3ccc([N+](=O)[O-])cc3)[nH]c2=S)cc1

# Next structures
SMILES,14-3-3 PPI
CN(C)c1nc2c(c(=O)n(C)c(=O)n2C)n1CC(=O)c1cccs1,-13
CCCc1cc(-c2n[nH]c(=S)n2CC)cs1,-11
CCOc1ccc2[nH]c(=O)c(CN(CCO)C(=O)c3ccc(Br)cc3)cc2c1,-11
N#Cc1cc2c(nc1SCC(N)=O)CCC2,-2
COc1cc(-n2c(=O)c3ccccc3n(CC(=O)N3CCN(c4ccccc4)CC3)c2=O)cc(OC)c1OC,-1
Cc1ccc(-c2noc(COc3cccc(C)c3C)n2)cc1,1
CCOC(=O)Cn1c(=O)oc2cc(S(=O)(=O)N3CCc4ccccc43)ccc21,-5
COc1ccc(C2CC(=O)C3=C(C2)NC(C)=C(C(=O)OC2CCCCC2)C3c2ccccc2F)cc1OC (stereo not drawn),-7
O=C(c1ccco1)N1CCN(CCOCCOc2cccc3ccccc23)CC1,5
CCC(C)NC(=O)CC(C(=O)N1CCc2ccccc21)n1ccnc1 (stereo not drawn),-1
Cc1cccc(N2CCN(C(=O)CCCC(=O)O)CC2)c1C,1
COC(=O)COc1ccc(C(C2=C(O)CC(C)(C)CC2=O)C2C(=O)CC(C)(C)CC2=O)cc1 (stereo not drawn),-7
Cc1ccc(Cn2ncc3c(N4CCOCC4)ncnc32)cc1,4
CCn1c(SCC(=O)Nc2ccc(S(=O)(=O)Nc3ccccn3)cc2)nnc1-c1ccncc1,-5
Cc1onc(-c2ccccc2Cl)c1C(=O)Nc1c(C)n(C)n(-c2ccccc2)c1=O,-3
O=C1SC(Nc2ccc(Br)cc2)C(=O)N1Cc1ccccc1 (stereo not drawn),-2
Cc1cc(C)n(CC(=O)O)n1,-3&13
Nc1nncn1C(=O)c1cc(Br)ccc1Cl,13
CC(C)C(=O)Nc1cc2c(cc1C(=O)c1ccccc1)OCCO2,1
O=C(NCCCO)C(=O)Nc1cccc(Cl)c1,3

# Some of these compounds in order of molecular weight, low to high.
SMILES,14-3-3 PPI
O=C(NCCCO)C(=O)Nc1cccc(Cl)c1,3
Cc1cccc(N2CCN(C(=O)CCCC(=O)O)CC2)c1C,1
CCn1c(SCC(=O)Nc2ccc(S(=O)(=O)Nc3ccccn3)cc2)nnc1-c1ccncc1,-5

# Reformatted with each value named: part of the list above.
CCn1c(SCC(=O)Nc2ccc(S(=O)(=O)Nc3ccccn3)cc2)nnc1-c1ccncc1
- 14-3-3 PPI: -5

Cc1onc(-c2ccccc2Cl)c1C(=O)Nc1c(C)n(C)n(-c2ccccc2)c1=O
- 14-3-3 PPI: -3

O=C1SC(Nc2ccc(Br)cc2)C(=O)N1Cc1ccccc1 (stereo not drawn)
- 14-3-3 PPI: -2

# Later entries:
SMILES,14-3-3 PPI
COC(=O)c1cnn(C(=O)c2ccc(N(C)C)cc2)c1N,-4
COC(=O)c1ccc(Nc2nnc(-c3ccc(O)cc3)c3ccccc23)cc1,-10
Cc1ccn2c(Nc3ccc4c(c3)OCCO4)c(-c3ccc(Cl)s3)nc2c1,-19
O=C(OC(c1ccccc1)c1nccc2ccccc12)c1ccc(Cl)cc1 (stereo not drawn),9
COC(=O)c1sc2ccccc2c1NC(=O)c1ccc(OC)cc1,1
O=C(CN(C(=O)c1ccc2c(c1)OCCO2)c1ccccc1)NCC1CCCO1 (stereo not drawn),2
O=C(CN1CCN(c2ccccn2)CC1)Nc1ccc(OCc2ccccc2)cc1,-8
CC(=O)c1c(N2CCN(C(=O)C3CCCO3)CC2)nc(=S)n(-c2ccccc2)c1C (stereo not drawn),-7
CCOC(=O)c1c(N=CN(C)C)c(C#N)c2n1CCC2,-6
CCOC(=O)c1c(NC(=O)CCN2C(=O)c3ccccc3C2=O)sc(C)c1C,-49
CCc1ccccc1N(CC)C(=O)c1cc2c(=O)oc3ccccc3c2s1,1
Cc1nc(CCNC(=O)c2ccccc2)cs1,-4
Cc1ccccc1OCC(=O)Nc1cc(C(=O)Nc2ccccc2)ccc1Cl,-4
COc1ccc(-c2ccnc(SCC(=O)N3CCOCC3)n2)cc1,-6
O=C(CN1C(=O)C2C3C=CC(C3)C2C1=O)Nc1nc(SCc2ccc(Cl)cc2)n[nH]1 (stereo not drawn),-4
COC1Cc2ccccc2N(C(=O)N2CCN(CCO)CC2)c2ccccc21 (stereo not drawn),5
CCCNS(=O)(=O)c1ccc(CCC(=O)NCc2ccco2)cc1,-2
O=C(Cc1c(C(=O)O)[nH]c2ccc(Cl)cc12)NCCC1=CCCCC1,-12
O=C(Nc1ccccc1C(=O)N1CCOCC1)c1cccc(S(=O)(=O)N2CCCC2)c1,4&-3
CCN(c1ccccc1)S(=O)(=O)c1ccc(F)c(C(=O)Nc2c(C)cccc2C)c1,0
COC(=O)c1sccc1NC(=O)c1ccc(Br)o1,-4
COc1ccc(-c2noc(Cc3cccs3)n2)cc1,1
CCOC(=O)c1ccc(CNCc2ccccc2C)cc1,-6
Cc1ccc(S(=O)(=O)c2c(C)nn(C(C)(C)C)c2OC(=O)CCc2ccccc2)cc1,-1
COC(=O)C1=C(N)Oc2cc(C)n(CCCn3ccnc3)c(=O)c2C1c1ccc(Cl)cc1 (stereo not drawn),-6
CCN1CCC(C(=O)NC2CCCC2)(N(Cc2cccs2)C(=O)Cn2nnc3ccccc32)CC1,-2
C=CCn1c(SCC(=O)Nc2cc(C(F)(F)F)ccc2Cl)nnc1-c1ccco1,-8
O=C1Nc2ccccc2Oc2cc([N+](=O)[O-])cc(OCCO)c21,-42
COc1cccc(OC)c1C(=O)Nc1ccc2c(c1)OCCO2,2&17
Cn1nnc2cc(C(=O)N3CCC(c4ccccc4)C3)ccc21 (stereo not drawn),-6
Nc1nnnn1/N=C/c1ccccn1,-5
CN1C(=O)N(C)C2C1NC(=O)N2CCCC(=O)O (stereo not drawn),-3
CCCn1c(=S)[nH]c2cc(C(=O)NCCCN3CCOCC3)ccc2c1=O,-1
NC(=NS(=O)(=O)c1ccccc1)c1ccccc1F,2
O=C(Nc1ccc2c3c(cccc13)CC2)c1ccc(Oc2ccccc2)cc1,-1
O=C(C1CCC1)N1CCc2cc(S(=O)(=O)N3CCN(c4ccccc4Cl)CC3)ccc21,-1
CC1(C)C(=O)OC(C(Br)=Cc2ccccc2)C(C)(C)C1=O (stereo not drawn),-10
Cc1nn(-c2ccccc2)c(OC(=O)c2ccc3c(c2)OCO3)c1Sc1ccccc1,-5
O=C(NCC1CCCO1)c1ccc2c(c1)N(Cc1ccccc1)C(=O)CS2=O (stereo not drawn),-4
CSc1ccc(C2SCC(=O)N2c2cccc(C(F)(F)F)c2)cc1 (stereo not drawn),-3
Cc1cc(C)n(-c2ccc(C(=O)C(C#N)c3nc4ccccc4n3C)cc2)n1 (stereo not drawn),-8
COc1ccc(S(=O)(=O)N2CCCC2)c(C)c1C,-5
COc1nc(NCC(C)C)nc(Oc2ccc(OCc3ccccc3)nn2)n1,-11
Cc1sc2nc3c(C(=O)N4CCN(Cc5ccc6c(c5)OCO6)CC4)cccn3c(=O)c2c1C,2
O=C(O)CCc1ccc(-c2ccc(Cl)cc2)n1CC(=O)O,-8&4
COc1cc(C(=O)Nc2ccc3c(c2)OCCO3)ccc1OC(F)F,-1
CCn1c(SCC(=O)Nc2nccs2)nnc1-c1cc2cccc(OC)c2o1,2
Cn1cc(C(=O)N2CCN(c3ccccn3)CC2)c(=O)c2cc(S(=O)(=O)N3CCOCC3)ccc21,-5
CC1=CC(C)(C)N(C(=O)c2ccc(F)cc2)c2cc3c(cc21)OCO3,-7
C=CCn1c(N)c(C(=O)NCCC2=CCCCC2)sc1=S,-3

# (next part)
SMILES,14-3-3 PPI
O=C(Cn1nc(-c2ccc(Cl)cc2)c2ccccc2c1=O)N1CCCCC1,6
COCCNC(=O)c1cc(-c2cccc(OC)c2)on1,7
O=C1c2ccccc2C2CN(Cc3ccccc3)CCC12 (stereo not drawn),2
CN(C(=O)c1cc2n(n1)C(C(F)(F)F)CC(c1ccco1)N2)c1ccccc1 (stereo not drawn),-13
CC1(C)CC(=O)C=C(Nc2ccc(F)cc2F)C1,-7
C=CCn1cnc2c(c1=O)c1nc3ccccc3nc1n2-c1ccc(Cl)cc1,-1
COc1ccccc1-n1c(SCC(N)=O)nc2c(c1=O)SCC2,-7
CC1=CC(C)(C)N(C(=O)c2ccc(F)cc2)c2ccc(OC(=O)c3ccc(F)cc3)cc21,-12
Cc1ccc(CN2CC34C=CC(O3)C(C(=O)NCCc3ccc(Cl)cc3)C4C2=O)cc1 (stereo not drawn),0
CC(=O)c1ccc(CCCC(=O)O)cc1,-5
Cc1ccc2[nH]c(=O)cc(C)c2c1,-8
Nc1c(-c2ccccc2)cnc2cc(-c3ccccc3)nn12,-2
C=CCN(CC=C)c1nc(-c2ccc(Cl)cc2)nc2ccccc12,-12
Cc1ccc(NC(=O)CC2CCOCC2)cc1C,-8
O=c1c2ccccc2[nH]c(=S)n1CCc1ccc(Cl)cc1,6
COc1ccc(-n2nc3c(c2NC(=O)COc2ccc4ccccc4c2)CS(=O)C3)cc1 (stereo not drawn),-4
CC1(C)CC(=O)c2cc(C(=O)Nc3ccc(Br)cc3)c(=O)n(-c3ccccc3)c2C1,5
COc1cccc(CNC(=O)Cn2cc3c(n2)CCCC3)c1,0
O=C(NCC1CCCO1)C12CC3CC(CC(C3)C1)C2 (stereo not drawn),0
CCCn1c(NCc2cccs2)nc2ccccc21,-5
O=C(CCN1CCN(c2ccccc2)CC1)Nc1ccc2c(c1)OCO2,-1
O=C(Nc1ccccc1C(=O)NCCO)c1ccccc1,-6
Cc1cc(-c2nsc(=O)o2)c(S(C)(=O)=O)s1,-5
Cc1ccc2cc3cc(C(=O)NC4CC4)oc3nc2c1,36*
CCN(CC)C(=O)c1n[nH]c(=O)c2ccccc12,-4
O=C(NC1CC1)c1ccc(CSCc2cccc(F)c2)o1,2
C=CCn1c(N)c(C(=O)NCc2ccco2)sc1=S,-3
Cc1ccc2c(c1)C1(C(=O)N2C)N2CC3(C)CN1CC(C)(C2)C3=O (stereo not drawn),-20
O=C(NCc1cccs1)c1cc(S(=O)(=O)N2CCCC2)ccc1F,-4
NC[C@@]12CCCC1C1CCC2C1 (stereo partly drawn),-3
COc1ccc(CNCC(O)COCc2cccs2)cc1 (stereo not drawn),-4
CCC(C)NC(=O)C1c2ccccc2C(=O)N(CCOC)C1c1cn(C)c2ccccc12 (stereo not drawn),-5
CN(C(=O)Cn1c(=O)n(Cc2ccco2)c(=O)c2ccccc21)C1CCCCC1,2
COC(=O)c1sccc1NC(=O)c1csc2c1CCCC2,-2
O=C(NCc1ccc(Cl)cc1)c1ccc2c(c1)N(Cc1cccc(Cl)c1)C(=O)CS2,-2
Cc1cc(C)cc(Oc2c(C(F)(F)F)oc3c(CN(C)C)c(O)ccc3c2=O)c1,-10
CCc1nnc(NC(=O)c2ccc(COc3ccccc3)o2)s1,-8

# Screening data as filed in PubChem.

# These rows are one share of the data (hit frequency here may not be typical).
